Tb PFK inh = blocks T. brucei phosphofructokinase; AID 485367; T. brucei PFK, ADP-Glo luminescence; 0.17% of 330,000 active; Potency, µM (doses to about 57.5 µM), without a hit: top-dose activity, negative = inhibition, most hits filed as inhibitors; O15648;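 further: potency means the concentration at half of the fitted maximal effect; 0% = uninhibited 1x PFK enzyme wells and -100% = no-enzyme wells; nearly all actives have a fitted effect of over 60% in size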
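ADP-Glo luminescence quantified ADP after 45 min at room temperature, with 1.25 nM T. brucei PFK, 0.1 mM ATP and 0.5 mM fructose-6-phosphate in pH 8.0 TEA buffer. qHTS titrations up to 57 µM; curves classified by quality.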
ELG1 genotoxic = inducers of genotoxicity in HEK293T ELG1-luciferase cells; HEK293T ELG1-luciferase reporter, luminescence, 16 h; Potency, µM (doses to about 46 µM), inactives show top-dose activity change, positive = activation, usual class: activators; 1.3% of 330,000 active; AID 504466; further: potency means the concentration at half of the fitted maximal effect; % of control where 0% means no effect; nearly all actives have a fitted effect of over 60% in size
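16 hr compound incubation (37 °C, 5% CO2) of HEK293T cells carrying luciferase-tagged ELG1; luciferase then measured by ONE-Glo luminescence after 30 min at RT.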
KCNH2 3.1 inh = blocks the human KCNH2 3.1 channel isoform; activity change, % (tested at about 1.8 µM); 0.95% of 340,000 active; U2OS KCNH2 3.1, thallium flux FluxOr; stronger effect = lower value;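 active means maximum activity change below -70%; inconclusive means maximum activity change from -70% to -50%; inactive means maximum activity change above -50%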;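 further: thallium influx rate constant from kinetic fluorescence after stimulation buffer; on the % scale 0 is the no-effect control and ±100 the full control effect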
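Thallium flux via FluxOr fluorescence (Red40 quencher, 45 min loading) in U2OS cells virally expressing the KCNH2 3.1 isoform (1.77 x 10^8 /mL virus, overnight at 37 C). Rate constants from 2-min kinetic reads post-stimulation, normalised to positive and negative controls.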
Rab9 promoter act = Rab9 promoter activation; Huh7 Rab9 promoter-luciferase reporter, luminescence, 24 h; Potency, µM (highest dose often 9.22 µM), inactives show top-dose activation, negative = inhibition, hits mostly activators; 2.8% of 320,000 active; further: potency means the concentration at half of the fitted maximal effect; % of control where 0% means no effect; nearly all actives have a fitted effect of over 60% in size
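Promoter activation is measured as luciferase luminescence in Huh7 cells stably transfected with a Rab9 promoter–luciferase construct, following 24 h compound exposure at 37 °C and 10 min reagent incubation at ambient temperature.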
Coupling enz = coupling enzyme interference in Giardia aldolase counter-screen; coupling enzyme system counterscreen, AmpLite Red fluorescence; activity change, negative = inhibition, % at 58.2 µM, hits read low; 0.67% of 290,000 active; in the data active means activity change below about -30%; further: on the % scale 0 is the no-effect control and ±100 the full control effect
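First, compound is pin-transferred into glyceraldehyde-3-phosphate coupling-enzyme reagent at 57.5 uM final and held 10 min at RT. Next, substrate, coupling system and AmpLite Red are added. After 20 min RT, fluorescence (525/598 nm) is read.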
FLuc modulator = counter-screen for miR-21 project: firefly luciferase inhibitors or activators. P08659. purified FLuc, Km substrates, luminescence inhibition. Potency, µM (doses to about 57.5 µM), for inactives: at the top dose activity change, negative = inhibition, hits mostly inhibitors. 6.9% of 360,000 active. AID 588342;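 further: potency means the concentration at half of the fitted maximal effect; plate controls were vehicle for no effect and reference inhibitor for full effect; nearly all actives have a fitted effect of over 55% in size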
Target sequence (P08659 whole entry, looked up): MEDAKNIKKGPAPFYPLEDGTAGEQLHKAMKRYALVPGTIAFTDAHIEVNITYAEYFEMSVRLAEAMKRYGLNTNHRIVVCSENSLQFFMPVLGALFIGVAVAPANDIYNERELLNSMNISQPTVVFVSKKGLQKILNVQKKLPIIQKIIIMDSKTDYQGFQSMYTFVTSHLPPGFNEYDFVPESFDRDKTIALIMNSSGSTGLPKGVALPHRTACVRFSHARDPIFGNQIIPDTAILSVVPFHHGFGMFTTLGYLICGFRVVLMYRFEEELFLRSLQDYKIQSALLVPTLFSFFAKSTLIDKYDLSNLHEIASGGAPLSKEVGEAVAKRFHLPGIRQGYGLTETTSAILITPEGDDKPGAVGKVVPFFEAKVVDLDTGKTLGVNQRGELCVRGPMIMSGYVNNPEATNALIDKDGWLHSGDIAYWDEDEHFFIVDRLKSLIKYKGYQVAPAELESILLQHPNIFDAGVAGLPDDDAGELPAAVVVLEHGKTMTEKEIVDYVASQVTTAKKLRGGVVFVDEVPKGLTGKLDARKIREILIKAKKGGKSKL
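Purified P. pyralis luciferase, 10 nM final, with Km-level 10 uM D-luciferin and 10 uM ATP in 50 mM Tris acetate pH 7.5, 10 mM Mg acetate, 0.01% Tween-20, 0.05% BSA; 6-point qHTS titration about 60 µM downward; luminescence read.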
Giardia killer = Giardia lamblia killing | Giardia lamblia trophozoite viability | activity change, % at 7.66 µM, hits read low | 0.15% of 340,000 active | AID 540267; in the data active means activity change below about -80%; inconclusive means between about -30% and that limit;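 further: parasites exposed to compound for two days anaerobically before the ATP read; on the % scale 0 is the no-effect control and ±100 the full control effect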
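Luminescence from cellular ATP indicates surviving trophozoites (100 cells/well) following 48 hrs anaerobic compound treatment at 37 deg C; signal develops 15-30 min at room temperature.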
uPA surface inh = inhibitors of cell surface uPA generation | AID 540303 | Potency, µM (titrated, usually from 38.3 µM), for the others: at the top dose activity change, negative = inhibition, actives largely listed as inhibitors | 0.31% of 330,000 active | cell surface uPA generation assay, qHTS; active means well fitted inhibition curve with a large enough effect; inconclusive means small, poorly fitted or top-dose-only effect; inactive means no such curve, though single readings can be large or run the other way; tested in mouse RAW 264.7 cells; further: potency means the concentration at half of the fitted maximal effect; on the % scale 0 is the no-effect control and ±100 the full control effect; nearly all actives have a fitted effect of over 55% in size
RORg inh = blocks mouse ROR gamma transcriptional activity. P51450. Drosophila S2 Gal4-RORgamma UAS-luciferase reporter, 20 h. Potency, µM (doses to about 53.6 µM), without a hit: at the top dose activity change, negative = inhibition, most hits filed as inhibitors. 5.4% of 310,000 active. AID 2551; further: potency means the concentration at half of the fitted maximal effect; on the % scale 0 is the no-effect control and ±100 the full control effect; nearly all actives have a fitted effect of over 60% in size
Target sequence (P51450 whole entry, looked up, the tested form may be a part): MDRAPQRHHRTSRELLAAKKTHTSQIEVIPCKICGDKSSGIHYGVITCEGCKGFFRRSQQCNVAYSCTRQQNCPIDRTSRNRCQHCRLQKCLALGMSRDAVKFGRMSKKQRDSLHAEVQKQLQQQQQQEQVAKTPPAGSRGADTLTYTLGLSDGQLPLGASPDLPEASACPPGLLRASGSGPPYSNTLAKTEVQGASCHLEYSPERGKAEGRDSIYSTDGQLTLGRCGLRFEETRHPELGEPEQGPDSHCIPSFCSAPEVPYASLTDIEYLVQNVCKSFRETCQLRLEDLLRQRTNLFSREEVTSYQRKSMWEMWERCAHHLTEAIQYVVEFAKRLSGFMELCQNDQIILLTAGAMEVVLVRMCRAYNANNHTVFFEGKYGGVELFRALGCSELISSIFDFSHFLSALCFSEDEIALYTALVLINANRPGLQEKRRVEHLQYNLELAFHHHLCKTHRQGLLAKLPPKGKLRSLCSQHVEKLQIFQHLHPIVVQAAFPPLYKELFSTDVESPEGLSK
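In this cell-based reporter format, copper sulfate (700 uM final) drives Gal4–ROR gamma fusion expression from a metallothionein promoter in Drosophila Schneider cells; compounds preincubated 1 hr, reporter read after 20 hr at ambient temperature.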
VP16 counter = inhibits Gal4-VP16 luciferase reporter, ROR gamma counter-screen; Drosophila S2 Gal4-VP16 UAS-luciferase, luminescence, 20 h; Potency, µM (series often up to 53.6 µM), for the others: at the top dose activity, negative = inhibition, usual class: inhibitors; 3.5% of 310,000 active; AID 2546;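 further: Gal4-VP16 expression switched on by copper sulfate through the metallothionein promoter; potency means the concentration at half of the fitted maximal effect; on the % scale 0 is the no-effect control and ±100 the full control effect; nearly all actives have a fitted effect of over 50% in size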
NPC1 promoter act = NPC1 promoter activation; Huh7 NPC1 promoter luciferase reporter, 24 h; Potency, µM (doses to about 9.22 µM), inactives show at the highest dose activation, usual class: activators; 2.4% of 320,000 active;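 further: potency means the concentration at half of the fitted maximal effect; % of control where 0% means no effect; nearly all actives have a fitted effect of over 60% in size; reporter is driven by a mutant NPC1 promoter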
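Compounds in DMSO were transferred onto Huh7 NPC1-luciferase reporter cells pre-incubated 2 h; after 24 h at 37 °C, Amplite reagent was dispensed and luminescence recorded 10 min later.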
The depositor's hits bear a star; ? = inconclusive; / = not tested or not shown; & = joins results of further samples; [ ] = dose if it differs, or a comment. Unless noted, the call rests on the fitted dose curve; in most records, active means well fitted curve in the direction sought with a large enough effect; inconclusive means small, poorly fitted or top-dose-only effect, or another doubt; inactive means no such curve, though single readings can be large; an effect the other way counts as inactive or inconclusive. Compounds as they come; any-hit rate near 14%.

SMILES	Tb PFK inh	ELG1 genotoxic	KCNH2 3.1 inh	Rab9 promoter act	Coupling enz	FLuc modulator	Giardia killer	uPA surface inh	RORg inh	VP16 counter	NPC1 promoter act
CN(CCNC(=O)c1ccc(N2CCCC2=O)cc1)CCc1ccccc1	-3%	2%	-1	14%	2	-1%	5	4%	17%	-7%	0%
COc1ccc(OC)c(NC(=O)CC2SC(=N)N(c3ccccc3)C2=O)c1 (centres undefined)	-3%	0%	-14	-2%	3	-11%	-12	7%	24%	1%	-2%
COc1ccc(-c2nc(CN(Cc3cnn(C)c3)C(C)C)c(C)o2)c(OC)c1	-1%	2%	-13	-12%	1	-1%	-12	-12%	-20%	3%	-4%
CC(Nc1nc(=S)nc(Nc2ccc(F)cc2)[nH]1)c1ccccc1 (centres undefined)	-3%	-11%	-2	2%	3	-9%	19	26%	?	?	3%
CC(=O)Nc1ccc2oc(-c3cc(F)c(F)cc3Cl)nc2c1	-3%	1.8µM*	24	0.4µM*	1	1.9µM*	-18	-5%	-31%	-11%	0.32µM*
Cc1onc(-c2ccccc2)c1C(O)c1ccc(F)cc1 (centres undefined)	0%	0%	-2	-15%	-1	-1%	30	6%	4%	1%	0%
O=c1[nH]cnc2c1ncn2[C@@H]1O[C@H](CO)[C@@H](O)[C@H]1O	-3%	0%	6	-5%	3	3%	-15	3%	2%	-12%	4%
Oc1cccc(/C=N/Nc2ncnc3c2ncn3Cc2ccccc2)c1	3%	16%	-14	17%	-1	13µM*	-15	-5%	?	-19%	9%
CCOC(=O)C1C(c2ccc(O)c(OC)c2)NC(=S)NC1(O)C(F)(F)F (centres undefined)	4%	2%	7	-3%	2	1%	1	-5%	-13%	-2%	0%
NC(=O)c1ccc(NC(=O)COC(=O)CCCc2c[nH]c3ccccc23)cc1	0%	-3%	5	-3%	2	-12%	-1	5%	-12%	-12%	-1%
CCOC(=O)C(C(=O)OCC)C(=O)c1cc(OC)c(OC)c(OC)c1	3%	1%	-5	0%	6	-1%	7	-1%	37%	15%	0%
COc1ccc(NC(=O)c2ccc3c(SCC(=O)O)c4c(nc3c2)CCCC4)c(OC)c1	-20%	-7%	-158*	-5%	7	?	-17	-5%	-5%	-14%	-6%
CCC(=O)Nc1c(-c2ccc3ccccc3c2)nc2ccccn12	-5%	11%	-1	?	3	3.8µM*	-15	?	-7%	-4%	17%
O=C(NNS(=O)(=O)c1ccccc1C(F)(F)F)c1cccc(S(=O)(=O)Nc2ccccc2Cl)c1	-6%	0%	13	0%	-5	1%	17	1%	4%	-8%	-1%
CS(=O)(=O)Nc1ccc(S(=O)(=O)NCCc2ccccc2)cc1	-8%	-6%	4	-6%	3	2%	2	-3%	27%	-4%	0%
c1ccc(-c2nc(N3CCOCC3)cc(N3CCOCC3)n2)cc1	-1%	-8%	-2	-12%	0	0%	0	1%	19%	-19%	-11%
Cc1[nH]c2ccccc2c1/C=C(\C#N)C(=O)NCc1ccccc1	-1%	3%	-7	-2%	0	5%	29	-7%	21%	-13%	-2%
Cc1c(Cl)cccc1NC(=S)NC1CC1	-4%	-3%	1	-3%	2	13%	-2	-2%	10µM*	?	-3%
O=C(Cc1cnc2ncnn2c1)N1CCc2c([nH]c3ccccc23)C1c1ccccn1 (centres undefined)	0%	-4%	6	-6%	-7	-5%	31[activator]	1%	-13%	-9%	-11%
C/C(CC(=O)NC1CCCCC1)=N\NC(=O)Cc1ccc(-c2ccccc2)cc1	8%	-3%	-2	0%	4	-1%	0	2%	10%	-3%	0%
CCOC(=O)CCn1c(=O)c2c(nc(Br)n2Cc2ccccc2)n(C)c1=O	10%	0%	20	0%	0	0%	1	1%	0%	-12%	0%
Fc1ccc(-c2nnn3c2nc(NCc2ccccc2)c2ccccc23)cc1	3%	0%	-11	-4%	0	4%&1%	35[activator]	-2%	25%	1%	5%
CC(NC(=O)CN(C)Cc1ccc(Br)cc1)c1ccccc1 (centres undefined)	-6%	-5%	3	19%	2	1%	1	5%	13%	-10%	-5%
O=C(COC(=O)c1cnccn1)c1ccc(Br)cc1	-6%	14%	-1	0%	-1	15µM*	-5	0%	-24%	-1%	2%
Cc1ccc(Oc2ncnc(N)c2[N+](=O)[O-])cc1	0%	-6%	6	15%	1	0%	-4	4%	9%	0%	-2%
CCc1ccc(-n2c(C)cc(/C=N/NC(=O)c3ccncc3)c2C)cc1	0%	-11%	7	-1%	-17	12µM*	-6	-14%	7.1µM*	20µM*	4%
Cc1nnc(NC(=O)CCn2cnc3ccccc3c2=O)s1	0%	3%	3	1%	1	-2%	2	0%	-18%	0%	-1%
O=C(c1cccc(N2C(=O)C3CC=CCC3C2=O)c1)N1CCCCCC1 (centres undefined)	-2%	-8%	-9	0%	2	3%	-4	/	8%	2%	-2%
CCOC(=O)CCC(=O)c1c(C)oc2ccc(OC)cc12	1%	0%	-31	-4%	-2	2%	2	0%	?	0%	-5%
CCCCc1c(O)nc(SCC(=O)N2CCOCC2)n(-c2ccccc2C)c1=O	-1%	-4%	11	-2%	2	2%	-4	-2%	-4%	-3%	-3%
C=C(C(=O)Oc1c(C(C)(C)C)cccc1C(C)(C)C)c1ccccc1	2%	-3%	-8	-1%	/	1%	-15	1%	/	/	-4%
CN1CCCN(Cc2ccccc2Br)CC1	-5%	-10%	-2	8%	0	9%	0	-1%	-16%	-1%	-4%
O=C(O)CNS(=O)(=O)c1ccc2c3c(cccc13)C(=O)N2	-22%	0%	8	3%	1	-8%	19	-6%	-17%	0%	4%
COc1ccc(/C=C2\SC(=O)N(CC(=O)NC3C=CS(=O)(=O)C3)C2=O)cc1 (centres undefined)	1%	4%	-3	9%	0	-2%	-16	-13%	-18%	5%	1%
COc1cc(N2CCCC2)c(OC)cc1/C=c1/sc2nc3ccccc3n2c1=O	1%	1%	/	?	-8	?	/	/	2%	-4%	?
Cc1ccc2c(c1)C1CCCC3C1N2CC(=O)N3Cc1ccccc1 (centres undefined)	1%	0%	/	-3%	-20	1%	/	/	-22%	-4%	2%
O=C(NCc1ccccn1)c1ccc(CNS(=O)(=O)c2cccc(Cl)c2)cc1	0%	-1%	0	-3%	4	-3%	9	-6%	-14%	-5%	-1%
Cc1ccc(S(=O)(=O)Nc2ccc3nc(-c4cccn4C)[nH]c3c2)cc1	-3%	0%	0	-1%	-5	-16%	5	3%	-97%	?	6%
CCCc1cc(=O)oc2c(C)c(OCC(=O)N3CCC(C(=O)O)(c4ccccc4)CC3)ccc12	-2%	2%	-7	-6%	7	-15%	-6	12%	2%	3%	2%
Cc1ccc(OCCNC(=O)c2ccc(NC(=O)CC3SC(N4CCCC4)=NC3=O)cc2)cc1 (centres undefined)	0%	6%	8	-4%	/	4%	2	1%	/	/	2%
O=C(c1cccc(S(=O)(=O)Nc2ccccc2Cl)c1)N1CCCCCC1	0%	0%	-24	-3%	/	1%	-13	0%	/	/	-1%
Cn1c(CSCc2ccc(Cl)c(Cl)c2)n[nH]c1=S	?	1%	5	-2%	-3	-5%	-1	9%	5.6µM*	4µM*	-4%
CCOc1ccc(NC(=S)N2CCn3c(nc4ccccc43)C2)cc1	-4%	-1%	/	-10%	0	-11%	/	/	7%	2%	-2%
CN(CC(=O)NC1CC(C)(C)NC(C)(C)C1)S(=O)(=O)c1cc(Cl)ccc1Cl	5%	-1%	-13	1%	0	3%	28	-2%	-9%	10%	-1%
COc1ccc(NC2CCCN(C(=O)c3ccc(CSC)o3)C2)cc1OC (centres undefined)	0%	-1%[9.26 µM]	3	0%	-14	-6%	0	5%	-23%	-5%	-1%
O=C(O)c1ccc(/C=N/Nc2ccc(S(=O)(=O)N3CCCC3)cc2[N+](=O)[O-])cc1	0%	3%	-25	-8%	10	0%	-15	-1%	2%	0%	-8%
COc1cc(OC)cc(C(=O)Nc2ccc(S(=O)(=O)N3CCOCC3)cc2)c1	1%	-2%	-6	-7%	-1	-2%	-13	-21%	41%	1%	-2%
CC(C)CC(=O)NC(=S)Nc1nc(-c2cccc3ccccc23)cs1	-3%	-5%	16	0%	0	2%	-2	-1%	3.2µM*	13µM*	-1%
COc1cccc(NC(=O)N2CCC(NC(=O)C(Cc3cccc(C)c3)NC(C)=O)CC2)c1 (centres undefined)	-1%	3%	6	2%	1	0%	8	2%	-5%	5%	-6%
CCOC(=O)c1oc2cc(O)c(CC)cc2c(=O)c1-c1ccc2c(c1)OCCO2	0%	-1%	21	-2%	-2	?	1	0%	?	6%	-1%
